High-throughput results from PubChem BioAssay.
PAFAH1B3 FP inh: inhibitors of human PAFAH1B3; inhibition, % at 3.39 µM; Q15102; 0.28% of 340,000 active; AID 492972; recombinant PAFAH1B3, FP-rhodamine probe, fluorescence polarization;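 active = inhibition above the screen-wide average of all tested compounds plus 3 SD, cut at about 25% in these data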;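 note: 0% = enzyme with DMSO only and 100% = wells lacking PAFAH1B3 protein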
PME-1 inh: PME-1 (human) inhibition; recombinant PME-1, FP-Rh probe fluorescence polarization; inhibition, % at 5.9 µM; 0.53% of 320,000 active;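 active = inhibition above the campaign mean of all compounds plus 3 SD, cut at about 26% in these data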;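 note: competitive labeling of PME-1 active site by serine hydrolase directed probe; 0% = PME-1 with DMSO and 100% = wells lacking PME-1 enzyme; inhibitors block probe labeling so polarization falls and inhibition rises; many of its hits are not listed in these tables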
LYPLA1 counter: LYPLA1 (human) inhibition in PME1 counter-screen; inhibition, % at 5.9 µM; 0.16% of 320,000 active; recombinant LYPLA1, FP-Rh probe fluorescence polarization;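 active = inhibition above the mean of all tested compounds plus 3 SD, set per campaign, cut at about 14% in these data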;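 note: inhibitors block serine hydrolase probe labeling of LYPLA1 so polarization falls; 0% = enzyme with DMSO and 100% = wells lacking LYPLA1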
PAD4 FP inh: inhibitors of human PAD4. recombinant PAD4, RCA probe fluorescence polarization. inhibition, % at 6.36 µM. 0.41% of 330,000 active. AID 485272;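 active = percent inhibition above a cutoff equal to the mean of all tested compounds plus 3 SD, cut at about 15% in these data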;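 note: 0% = PAD4 with RCA probe and DMSO and 100% = probe without PAD4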
GSTO1 counter: blocks human GSTO1 in RBBP9 counter-screen | P78417 | recombinant GSTO1, activity-based probe fluorescence polarization | inhibition, % at 5.96 µM | 1.1% of 300,000 active;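 active = inhibition above the campaign mean inhibition plus 3 SD, cut at about 35% in these data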;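 note: 0% = GSTO1-1 with DMSO and 100% = wells lacking GSTO1-1 enzyme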
PREPL inhibitor: inhibits the human prolyl oligopeptidase-like enzyme | recombinant PREPL, fluorescence polarization activity-based probe | inhibition, % at 5.96 µM | 0.68% of 320,000 active; in the data active = inhibition above about 43%;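 note: 0% = enzyme with DMSO and 100% = wells lacking enzyme; many of its hits are not listed in these tables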
Target sequence (Q4J6C6 whole entry, looked up): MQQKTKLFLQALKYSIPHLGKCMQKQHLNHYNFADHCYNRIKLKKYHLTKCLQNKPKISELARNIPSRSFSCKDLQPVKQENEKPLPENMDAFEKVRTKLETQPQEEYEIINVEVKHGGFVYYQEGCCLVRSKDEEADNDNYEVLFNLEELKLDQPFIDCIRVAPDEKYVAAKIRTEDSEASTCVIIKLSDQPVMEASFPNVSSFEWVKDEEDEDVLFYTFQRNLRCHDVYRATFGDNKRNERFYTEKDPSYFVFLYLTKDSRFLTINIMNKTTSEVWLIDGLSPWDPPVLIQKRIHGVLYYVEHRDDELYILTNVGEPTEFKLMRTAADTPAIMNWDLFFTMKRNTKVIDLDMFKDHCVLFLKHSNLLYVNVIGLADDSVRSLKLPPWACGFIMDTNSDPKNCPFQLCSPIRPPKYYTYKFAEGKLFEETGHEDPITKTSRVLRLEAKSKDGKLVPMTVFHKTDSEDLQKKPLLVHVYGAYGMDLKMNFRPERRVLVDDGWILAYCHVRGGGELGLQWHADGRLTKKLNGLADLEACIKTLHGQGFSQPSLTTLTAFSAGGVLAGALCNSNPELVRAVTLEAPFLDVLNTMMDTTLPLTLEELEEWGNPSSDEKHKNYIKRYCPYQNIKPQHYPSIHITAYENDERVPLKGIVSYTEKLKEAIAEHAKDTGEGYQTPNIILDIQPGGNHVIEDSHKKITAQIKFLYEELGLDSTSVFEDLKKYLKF
pPAFAH FP inh: inhibitors of human plasma PAF acetylhydrolase (pPAFAH); inhibition, % at 3.39 µM; 1.5% of 330,000 active; recombinant pPAFAH, FP-rhodamine probe fluorescence polarization;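 active = inhibition above the mean inhibition across the screen plus 3 SD, cut at about 25% in these data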;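 note: inhibitors block binding of the rhodamine activity-based probe so polarization drops; 0% = enzyme with DMSO and 100% = wells lacking pPAFAH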
PAFAH1B2 inh: inhibitors of human PAFAH1B2; 1.2% of 340,000 active; P68402; AID 492953; recombinant PAFAH1B2, FP-rhodamine activity probe, fluorescence polarization; inhibition, % at 3.39 µM;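 active = inhibition above the mean of all tested compounds plus 3 SD, cut at about 24% in these data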;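 note: 0% = enzyme with DMSO and 100% = wells lacking PAFAH1B2; many of its hits are not listed in these tables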
Target sequence (P68402 whole entry, looked up): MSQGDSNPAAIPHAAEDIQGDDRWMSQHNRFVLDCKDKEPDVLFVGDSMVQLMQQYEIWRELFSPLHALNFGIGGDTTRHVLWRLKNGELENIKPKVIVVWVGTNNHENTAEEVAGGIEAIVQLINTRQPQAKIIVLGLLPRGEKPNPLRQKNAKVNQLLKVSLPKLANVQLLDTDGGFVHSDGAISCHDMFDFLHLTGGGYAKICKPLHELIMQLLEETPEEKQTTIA
LYPLA2 inh: counter-screen for PME1 inhibitors: inhibitors of human LYPLA2. AID 2177. recombinant LYPLA2, FP-Rh probe fluorescence polarization. O95372. 0.38% of 320,000 active. inhibition, % at 5.9 µM;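 active = inhibition above the screen-wide mean plus 3 SD, limit set per campaign, cut at about 26% in these data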;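 note: 0% = LYPLA2 with DMSO and 100% = wells lacking LYPLA2 enzyme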
* marks the source's active call; other numbers are inactive results; nt = no result given; & = joins results of further samples. A portion of the library; the hit share may differ from the screen's.

SMILES	PAFAH1B3 FP inh	PME-1 inh	LYPLA1 counter	PAD4 FP inh	GSTO1 counter	PREPL inhibitor	pPAFAH FP inh	PAFAH1B2 inh	LYPLA2 inh
CC(C)CC1C(C#N)=C(N)SC(N)=C1C#N	-18	-21	-7	-6	-58	6	-7	-13	-15
COc1cc2c(cc1OC)CN(C1CCC(C)CC1)CC2 (configuration not stated)	-3	-9	-3	-3	-2	9	-8	4	-7
O=c1[nH]c2ccccc2cc1CN(c1ccccc1)S(=O)(=O)c1ccccc1	9	-1	1	-1	4	-15	1	5	4
O=C(NCCCN1CCOCC1)NC12CC3CC(CC(C3)C1)C2	10	-5	-6	2	-1	17	-11	9	-5
COC(=O)c1c(NC(=O)COC(=O)c2ccc(O)cc2)sc2c1CCCCC2	0	-14	-17	-1	-7	-3	-4	-3	-27
CC(C)N(Cc1ccccc1)C(=O)CCc1ccccc1	7	-1	3	-4	19	-6	6	5	1
COc1ccc(NC(=O)c2cc(S(=O)(=O)N3CCCC3)ccc2OC)cc1	2	-4	1	-7	-2	9	-6	0	-6
Cc1ccc(N=c2sc(C)c(C)n2C)cc1	-1	-6	2	0	8	13	0	-5	11
COc1ccc(CCNC(=O)CCCCCN2C(=O)c3ccccc3C2=O)cc1OC	5	-3	-1	3	3	5	1	0	-2
O=C(NCCS(=O)(=O)N1CCN(Cc2ccccc2)CC1)c1ccccc1	0	-1	0	0	1	0	2	2	7
C=CCSc1nnc(NC(=O)CCNC(=O)c2ccco2)s1	2	-2	-1	-3	-3	7	-1	5	-4
CCOC(=O)c1ccccc1N1C(=O)C2Sc3[nH]c(=O)sc3C(/C=C/c3ccccc3)C2C1=O (configuration not stated)	1	-1	4	-12	6	22	16	2	7
CCOc1ccc(NCCC(=O)c2ccc3c(c2)OCO3)cc1	7	6	3	-3	-3	6	5	4	8
Fc1ccc2nc(C3CCN(Cc4nc(CC5CC5)no4)CC3)[nH]c2c1	9	0	-5	-5	-3	18	-1	-3	-2
COc1ccc(CNC(=O)c2cccc(S(=O)(=O)N3CCN(C)CC3)c2)cc1	nt	-2	0	2	8	23	2	nt	-1
Cc1ccc(CN2C(=O)c3ccccc3NC23CCN(Cc2ccccc2)CC3)cc1	9	-4	-1	-3	-5	9	1	4	0
CCCOc1ccc(S(=O)(=O)n2cc(F)c(=O)[nH]c2=O)cc1	13	-4	3	-5	-4	15	-1	4	0
COc1ccc2nc(SCC(=O)Nc3ccc(S(=O)(=O)Nc4nccc(C)n4)cc3)[nH]c2c1	2	9	-2	-4	8	-11	0	1	3
CC(Sc1n[nH]c(-c2ccccc2F)n1)C(=O)Nc1ccc(S(N)(=O)=O)cc1 (configuration not stated)	11	-2	0	-2	nt	-1	1	-2	4
N=c1sccn1CC(=O)Nc1ccc(SC(F)F)cc1	6	0	-2	0	5	-16	-3	1	8
Cc1ccc(NC(=S)NCC23C=CC(O2)C2C(=O)N(c4ccc(C)cc4)C(=O)C23)cc1 (configuration not stated)	8	5	-2	-5	1	-8	1	7	0
CC(=O)c1ccc(Nc2c3c(nc4ccccc24)CCCC3)cc1	5	0	-4	-7	-14	10	-2	5	-1
COc1ccc(C2C(C(C)=O)=C(O)C(=O)N2CCc2c[nH]c3ccccc23)cc1OC (configuration not stated)	5	-1	-2	-14	0	5	3	7	0
Cc1ccc(S(=O)(=O)NCCC(=O)OCn2nnc3ccccc3c2=O)cc1	-3	12	-1	-2	3	3	10	2	7
CC(C(=O)N(C)C1CCS(=O)(=O)C1)N1C(=O)/C(=C/c2ccc(F)cc2)SC1=S (configuration not stated)	1	-9	0	-13	14	10	-6	3	6

The results go on.
SMILES	PAFAH1B3 FP inh	PME-1 inh	LYPLA1 counter	PAD4 FP inh	GSTO1 counter	PREPL inhibitor	pPAFAH FP inh	PAFAH1B2 inh	LYPLA2 inh
O=C(CCN1C(=O)/C(=C/c2ccc3c(c2)OCO3)SC1=S)Nc1cccc(C(=O)O)c1	0	-5	-1	0	-1	13	-4	1	-5
O=C(NCCSC1CCCCC1)c1ccccc1	1	-4	-3	-1	9	11	-2	5	2
CC1(CCc2ccc(O)cc2)NC(=O)NC1=O (configuration not stated)	8	1	-1	-2	3	-2	3	5	-4
CSc1nc(-c2ccc(Cl)cc2)nc(N)c1C#N	nt	1	2	3	2	-9	-2	nt	4
CCN1CCN(C(=O)CCn2c(=O)c3cccn3c3cccnc32)CC1	0	-2	2	-4	4	1	1	-2	-2
CCN(C(=O)C(C)N1C(=O)/C(=C/c2ccco2)SC1=S)C1CCS(=O)(=O)C1 (configuration not stated)	8	-17	-6	-1	31	15	44*	0	-13
CCOc1ccc(CCNC(=O)CS(=O)Cc2nc(-c3ccccc3Cl)oc2C)cc1OCC (configuration not stated)	4	-5	-1	-3	1	14	4	1	-6
CCN(CC(=O)Nc1c(F)cccc1F)C(=O)CN(C)S(=O)(=O)c1ccc(F)cc1	4	2	1	-3	4	-6	0	1	3
Cn1c(=O)oc2cc(S(=O)(=O)N3CCc4ccccc43)ccc21	5	5	-3	-1	-4	-2	-3	7	1
O=C(OCCN1C(=O)c2ccccc2C1=O)C1CC(O)CN1S(=O)(=O)c1ccc(Cl)cc1 (configuration not stated)	7	0	-2	3	nt	5	2	2	6
Cc1nc2c(-c3ccc(Cl)cc3)c(C)[nH]n2c(=O)c1Cc1ccccc1	6	1	-4	-9	-12	8	10	5	-8
COc1ccccc1NS(=O)(=O)c1cc(NC(=O)CNC(=O)c2ccccc2)ccc1C	2	2	-1	-2	-2	-6	4	4	-5
N#C/C=C1\n2c(nc3ccccc32)OC12CCCCC2	3	-9	-4	4	5	2	0	0	-1
Cc1ccc(S(=O)(=O)NNC(=S)NCCc2ccccc2)cc1	1	-3	-3	1	0	11	-10	22	-5
COc1ccc(C(=O)NC(=S)N2CCCCC2)cc1	4	0	1	-4	5	25	20	3	0
CCOc1ccc(NC(=O)CSc2nnc(-c3ccccn3)n2N)cc1	1	-6	-3	-5	5	-8	3	0	-5
COC(=O)C1=C[C@@H](C(=O)OC)C2C3=C(C(=O)C24CCCCC4)[C@H](C)n2c(=O)n(-c4ccccc4)c(=O)n2[C@@H]3C1 (some centres not stated)	9	-3	-1	4	4	0	1	6	-7
O=C1C(Cl)=C(NCCN2CCOCC2)C(=O)c2ccccc21	11	0	-2	-15	42*	2	4	3	1
CC(C)c1c(C(=O)N/N=C/C=C/c2ccccc2)nnn1-c1nonc1N	7	-3	-1	4	2	3	4	4	2
COc1cc(NC(=O)c2cccs2)c(C(=O)OCC(=O)NC(=O)NCc2ccccc2)cc1OC	-6	-7	1	1	2	6	-2	-5	1
c1ccc(-c2nc(-c3cccs3)[nH]c2-c2ccccc2)cc1	0	7	-2	-6	3	12	2	-3	0
Cc1c(C(=O)C(=O)N2CCCc3ccccc32)c2ccccc2n1C	-7	2	-1	-1	1	-4	-2	7	0
CCCC(=O)Nc1cc2c3c(c1)CCN3C(=O)CC2	11	4	-1	-3	2	9	6	3	2
COC(=O)C1=C(C)N(CC2CC2)C(=O)N[C@H]1c1ccccc1	3	-2	-4	2	-1	5	-3	-2	-3
CCOc1c2ccc(C(=O)NCc3ccc4c(c3)OCO4)cc2nn1C	4	-7	-1	-2	4	19	7	1	4

(listing goes on)
SMILES	PAFAH1B3 FP inh	PME-1 inh	LYPLA1 counter	PAD4 FP inh	GSTO1 counter	PREPL inhibitor	pPAFAH FP inh	PAFAH1B2 inh	LYPLA2 inh
COCCNC(C(=O)Nc1ccc(C)cc1[N+](=O)[O-])c1ccccc1 (configuration not stated)	1	-3	7	7	3	1	2	2	14
Cc1cc(C)n(CC(=O)n2c3ccccc3c3ccccc32)n1	6	-7	4	-1	4	-2	7	7	-1
Cc1ccc2c(c1)C(=O)CC(O)(C(F)F)O2 (configuration not stated)	1	4	-1	1	16	-1	2	7	0
Cc1[nH]cnc1CSCc1ccc(F)cc1	-5	-5	-2	6	0	-11	-1	-5	-6
OC(COc1ccc(Cl)c2ccccc12)CN1CCN(c2ccccn2)CC1 (configuration not stated)	-2	1	-3	2	-1	27	9	1	2
CC(N)C12CC3CC(CC(C3)C1)C2 (configuration not stated)	-7&4	2&-1	-6&2	1&2	5&0	-1&3	-3&-3	6&6	-5&3
COc1ccc(C[C@H]2CN3C(=NC[C@H]3C)N2CCNC(=O)CCC2CCCCC2)cc1	-2	0	-1	-7	-3	19	5	-1	-2
O=C(O)c1ccccc1/C=N/Nc1nc(N2CCCCC2)nc(N2CCCCC2)n1	nt	3	-5	-3	-1	4	-6	nt	-6
Cc1noc(/C=C/N(C)C)c1S(=O)(=O)N1CCCC(C(=O)NCc2cccs2)C1 (configuration not stated)	-2	1	-3	-10	11	14	-1	4	4
Cc1cc(C)c(C(=O)COC(=O)Cn2nc(-c3ccccc3)oc2=O)cc1C	5	nt	nt	-4	nt	1	3	6	nt
CCc1cc2ccc(C)cc2nc1SCC(=O)NC1CCCC1	5	-5	0	3	-3	0	4	-1	4
CCCCCCn1c(-c2ccco2)nc2oc3cc(OC)ccc3c(=O)c2c1=O	-2	-10	-3	-1	1	-18	9	1	-1
CN(C)C=Nc1nonc1-c1ncn[nH]1	-1	-1	1	5	-6	-3	-2	-2	-2
CC(C)Oc1ccc(C(=O)Nc2cccc(S(=O)(=O)N3CCCC3)c2)cc1	-2	nt	nt	-1	nt	6	-1	-4	nt
COc1ccc(N(C)S(=O)(=O)c2cccc(C(=O)OCC(=O)Nc3sc4c(c3C#N)CCCCC4)c2)cc1	8	0	-1	0	-1	4	5	4	0
C[C@@H]1C[C@H]2[C@@H]3C[C@H](F)C4=CC(=O)C=C[C@]4(C)[C@@]3(F)[C@@H](O)C[C@]2(C)[C@@]1(O)C(=O)CO	2	5	-1	-2	9	1	1	3	2
Cc1ccc(S(=O)(=O)NC(C)(C)C)cc1C(=O)OC(C)C(=O)NC1CC1 (configuration not stated)	6	-2	-1	0	5	-7	0	7	-4
Cn1c(=O)c2c(nc(Sc3ncnn3CC(=O)N3CCOCC3)n2C)n(C)c1=O	4	-5	2	-3	-2	6	-2	3	4
CNC(=O)CSc1nnc(-c2cccs2)o1	4	1	0	0	-5	13	0	6	4
CNC(=O)CN1C(=O)CSc2nc(C)cc(C)c21	1	6	2	2	2	2	0	-5	-3
Cc1cc(C)c2oc(=O)cc(CN3CCC(C)CC3)c2c1	8	-1	-2	-3	3	-7	3	9	1
CCc1ccccc1N1C(=O)[C@@H]2Cc3ccccc3CN2C1=O	-1	-4	3	-2	7	9	0	4	-4
OCC1(CC2CCCCO2)CCN(Cc2cccc(O)c2)CC1 (configuration not stated)	7	-1	1	3	4	5	-1	-1	3
CCN(CC)CCCNC(=O)c1cn(CC)c2ccc(S(=O)(=O)N3CCc4ccccc4C3)cc2c1=O	10	10	2	-2	10	2	3	4	-1
CCC(=O)N1CCc2cc(Br)cc(S(=O)(=O)N(C)c3ccc(OC)cc3)c21	2	5	-1	-1	5	13	1	1	-10
C/C(=N\NC(=O)C1CC1c1ccccc1)c1cccs1 (configuration not stated)	9	-1	2	3	5	-6	3	4	3
CN1C(=O)C(CC(=O)Nc2ccc(Cl)cc2)N(Cc2ccco2)C1=S (configuration not stated)	4	-3	-1	-2	-8	-4	-1	0	-8
O=C(c1ccco1)N(Cc1ccc([N+](=O)[O-])cc1)c1ccc(Br)cc1	14	4	-1	-3	-3	11	5	12	9
